Compound activity (PubChem BioAssay)
PLK1 PBD block – inhibitors of human PLK1 polo-box domain binding; P53350; Plk1 PBD binding of FITC phosphopeptide, fluorescence polarization; Potency, µM, inactives show max response, negative = inhibition, most hits filed as inhibitors; 360,000 tested, 2.8% active; note: potency is the fitted concentration of half-maximal effect; series mostly up to about 57 µM; % is set by controls: 0 for no effect and ±100 for the full control effect; nearly all actives have a fitted effect of over 65% in size
Target sequence (P53350 whole entry, looked up, the tested form may be a part): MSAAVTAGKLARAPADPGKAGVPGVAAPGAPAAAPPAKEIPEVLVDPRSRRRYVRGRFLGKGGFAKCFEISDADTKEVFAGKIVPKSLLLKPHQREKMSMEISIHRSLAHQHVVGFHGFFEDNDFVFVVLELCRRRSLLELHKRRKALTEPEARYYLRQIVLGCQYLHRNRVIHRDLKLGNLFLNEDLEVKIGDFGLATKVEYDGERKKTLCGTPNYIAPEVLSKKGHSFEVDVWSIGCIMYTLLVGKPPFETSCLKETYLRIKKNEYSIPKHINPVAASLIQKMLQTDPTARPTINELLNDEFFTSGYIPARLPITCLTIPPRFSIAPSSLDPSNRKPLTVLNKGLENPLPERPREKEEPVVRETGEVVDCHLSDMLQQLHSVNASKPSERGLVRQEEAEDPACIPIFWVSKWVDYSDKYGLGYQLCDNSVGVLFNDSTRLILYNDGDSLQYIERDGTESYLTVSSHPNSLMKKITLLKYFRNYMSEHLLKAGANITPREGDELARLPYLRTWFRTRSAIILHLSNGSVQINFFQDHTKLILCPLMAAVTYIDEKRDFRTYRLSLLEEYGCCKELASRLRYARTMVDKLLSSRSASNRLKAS
GLP-1R agonist – agonists of human GLP-1 receptor. 380,000 tested, 0.007% active. Potency, µM (highest dose often 45.6 µM), for the others: at the top dose activation, hits mostly activators. P43220. HEK293 GLP-1R CRE-luciferase, luminescence, 4-6 h; cells express a hypersensitive GLP-1R form. AID 624172; note: potency is the fitted concentration of half-maximal effect; % of control where 0% means no effect
Target sequence (P43220 whole entry, looked up): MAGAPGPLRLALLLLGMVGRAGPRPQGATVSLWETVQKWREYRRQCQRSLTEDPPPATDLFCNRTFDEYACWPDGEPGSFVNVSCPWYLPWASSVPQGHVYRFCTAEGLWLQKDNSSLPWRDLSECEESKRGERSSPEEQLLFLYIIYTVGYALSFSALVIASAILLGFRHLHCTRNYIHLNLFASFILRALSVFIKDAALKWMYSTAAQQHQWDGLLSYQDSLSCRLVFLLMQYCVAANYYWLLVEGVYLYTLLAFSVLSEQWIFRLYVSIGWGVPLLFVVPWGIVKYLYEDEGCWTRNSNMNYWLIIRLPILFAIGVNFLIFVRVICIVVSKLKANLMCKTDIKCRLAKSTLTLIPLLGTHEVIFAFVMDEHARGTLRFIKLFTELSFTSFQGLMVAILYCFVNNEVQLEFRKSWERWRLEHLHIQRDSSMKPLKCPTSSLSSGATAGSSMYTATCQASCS
IL2 activator – activates IL-2 in a cell-based reporter assay | IL-2 activation reporter assay, cell-based qHTS; stimulated with anti-CD3/CD4/CD28 beads; in transgenic mouse T cells | 360,000 tested, 0.065% active | activation, % (series mostly up to about 46 µM); in the data active = activation above about 50%; inconclusive = mostly about 30% to 49%; note: 0% is about no effect
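Unstimulated transgenic mouse T cells, 750 per well, received compound and, after 60 minutes, anti-CD3/anti-CD4 bead plus anti-CD28 stimulation. EGFP and DsRed were quantified after 18 hours.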
GLP1R inv ag – GLP-1 receptor (human) inverse agonism | Potency, µM (series often up to 38.3 µM), without a hit: top-dose activity change, negative = inhibition, usual class: inhibitors | HEK293 GLP-1R CRE-luciferase, luminescence, 24 h; GLP-1R form is constitutively active | 410,000 tested, 1.6% active | AID 624417; note: potency is the fitted concentration of half-maximal effect; % is set by controls: 0 for no effect and ±100 for the full control effect; nearly all actives have a fitted effect of over 55% in size
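Inverse agonists were sought by their lowering of basal cAMP reporter luciferase output in HEK293 cells stably carrying constitutively active human GLP-1R, after 24 h compound treatment.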
DRD3 antagonist – blocks the human D3 dopamine receptor | max response, negative = inhibition, % | P35462 | D3R cells, DiscoveRx beta-arrestin luminescence, antagonist mode; active compounds read low | 360,000 tested, 2.5% active; in the data active = max response below about -50%; inconclusive = no clear call, values can overlap the other calls; note: % is set by controls: 0 for no effect and ±100 for the full control effect; mostly tested at two doses, the higher about 12 µM
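Cells plated overnight at 1500 cells/well, then exposed to library compounds with dopamine controls for 90 minutes at 37 degrees C. DiscoveRx reagent added for 30–60 minutes at room temperature; luminescence read, quantitative HTS format.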
DRD3 agonist – D3 dopamine receptor (human) agonism. P35462. D3R DiscoveRx beta-arrestin cells, luminescence, 90 min. max activation, %. 410,000 tested, 0.58% active. AID 652048; in the data active = max activation above about 30%; note: 0% is about no effect; mostly tested at two doses, the higher about 12 µM
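Agonist-mode cell screen: cells plated at 1500/well and incubated overnight at 37 °C, then exposed to library compounds for 90 min at 37 °C. Detection reagent was added for 30–60 min at room temperature, and luminescence was read.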
HEK293 tox – cytotoxicity counter-screen for GLP-1 receptor inverse agonists; HEK293 cAMP-luciferase reporter cells, luminescence, 24 h; Potency, µM (doses to about 38.3 µM), without a hit: at the highest dose activity change, negative = inhibition, usual class: inhibitors; 410,000 tested, 0.13% active; AID 624418;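 note: loss of luciferase light is scored as toxicity; potency is the fitted concentration of half-maximal effect; % is set by controls: 0 for no effect and ±100 for the full control effect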
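A 23 nL compound transfer followed 12 hours of cell culture at 37 deg C; exposure then lasted 24 hr. Luciferase assay detection reagent was dispensed and plates read for luminescence after a 12 min room-temperature wait.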
PI5P4K alpha inh – inhibitors of human PI5P4K alpha | PI5P4Kalpha enzyme, ADP-Glo luminescence, 60 min; active compounds read low | max response, % | 330,000 tested, 1.2% active; active = max response of -50% or lower; inconclusive = between -30% and -50%; inactive = -30% or higher; note: value at the top dose of about 77 µM; % is set by controls: 0 for no effect and ±100 for the full control effect
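qHTS, 1536-well: enzyme/substrate mix, compound by pin tool, 5 microM ATP final; RT 60 min; ADP-Glo reagents 1 (45 min) then 2 (30 min); luminescence.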
WRN helicase inh – WRN helicase (human) inhibition; Q14191; WRN helicase unwinding, fluorescent forked duplex, kinetic; Potency, µM (top dose mostly 114 µM), without a hit: at the top dose activity change, negative = inhibition, usual class: inhibitors; 360,000 tested, 0.46% active; AID 651768; note: potency is the fitted concentration of half-maximal effect; % is set by controls: 0 for no effect and ±100 for the full control effect; nearly all actives have a fitted effect of over 55% in size
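Screening of the MLSMR collection measured strand separation of a quenched forked DNA duplex (100 nM) by 20 nM WRN with 2 mM ATP, all final. Compounds were preincubated with enzyme 15 min at room temperature.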
* marks the source's active call; other numbers are inactive results; u = inconclusive; x = no result given; & = joins results of further samples; [ ] = another dose, or the depositor's remark. Unless noted, calls come from the whole dose curve; as a rule, active = well fitted curve in the direction sought with a large enough effect; inconclusive = small, poorly fitted or top-dose-only effect, or another doubt; inactive = no such curve, though single readings can be large; an effect the other way counts as inactive or inconclusive.

SMILES | PLK1 PBD block | GLP-1R agonist | IL2 activator | GLP1R inv ag | DRD3 antagonist | DRD3 agonist | HEK293 tox | PI5P4K alpha inh | WRN helicase inh
COC(=O)c1ccccc1NC(=O)NCc1ccc2c(c1)OCO2 | -1% | 43% | -2.9 | 5% | 14 | -2 | 7% | 0 | -8%
Cc1ccc(-c2[nH]nc3c2C(c2ccoc2)C(C#N)=C(N)O3)cc1C (stereo not given) | u | -10% | 1.4 | -7% | -14 | -29 | 0% | x | u
O=C(NN1C(=O)c2ccc3c4c(ccc(c24)C1=O)CC3)c1ccc(Br)cc1 | -7% | -15% | -3.9 | 14% | 9 | -1 | 20% | -5 | -7%
O=C1NC[C@H](CCCCN2C[C@H](Cc3ccccc3)N(Cc3ccccc3)C(=O)C2=O)N(CCC2CCCCC2)C1=O | -11% | -3% | 0.0 | 6% | -19 | -2 | -4% | -10 | 7%
N#C/C(=C\c1cccnc1)C(=O)Nc1ccc(S(N)(=O)=O)cc1 | -10% | 3% | -0.6 | 10% | -3 | 3 | 2% | -2 | 8%
CC(=O)N1c2ccc(S(=O)(=O)CCC(=O)O)cc2CC1C (stereo not given) | -7% | -3% | 4.2 | 1% | -12 | 2 | 0% | 0 | -23%[57.1 µM]
CCOC(=O)N1CCC(N2CC34C=CC(O3)C(C(=O)Nc3ccc(C(C)C)cc3)C4C2=O)CC1 (stereo not given) | 0% | -1% | -3.8 | 2% | 0 | -2 | -2% | 1 | 11%
O=C(COc1ccccc1)Nc1ccc(NC(=O)c2ccco2)cc1 | 5% | 0% | -0.7 | 14% | 4 | -8 | -1% | 9 | -8%
COc1cccc(C(C(=O)NC2CCCC2)N(CC2CCCO2)C(=O)Cc2cccs2)c1 (stereo not given) | -3% | 20% | 0.6 | 15% | 4 | 7 | -17% | 9 | 2%
COc1ccc(-n2c(=O)c3c(C)c(C)sc3n(Cc3ccc(F)cc3)c2=O)c(OC)c1 | -16% | 8% | -0.5 | 0%&1% | -15 | -1&-8 | 0%&-1% | 5 | -13%
COc1ccc(/C=C2\CCCC3C2=NN(C(=O)c2scnc2C)C3c2ccc(OC)c(OC)c2)cc1OC (stereo not given) | -3% | 11% | 0.5 | 18% | 4 | 72* | 5% | x | -15%
Nn1c(SCC(=O)Nc2ccc3c(c2)OCO3)nnc1-c1ccncc1 | 3% | 6% | -1.1 | 34%[activator] | 6 | 3 | 9% | 3 | -1%

As a working copy, part of the list above:
SMILES | PLK1 PBD block | GLP-1R agonist | IL2 activator | GLP1R inv ag | DRD3 antagonist | DRD3 agonist | HEK293 tox | PI5P4K alpha inh | WRN helicase inh
COC(=O)c1ccccc1NC(=O)NCc1ccc2c(c1)OCO2 | -1% | 43% | -2.9 | 5% | 14 | -2 | 7% | 0 | -8%
Cc1ccc(-c2[nH]nc3c2C(c2ccoc2)C(C#N)=C(N)O3)cc1C (stereo not given) | u | -10% | 1.4 | -7% | -14 | -29 | 0% | x | u
O=C(NN1C(=O)c2ccc3c4c(ccc(c24)C1=O)CC3)c1ccc(Br)cc1 | -7% | -15% | -3.9 | 14% | 9 | -1 | 20% | -5 | -7%
O=C1NC[C@H](CCCCN2C[C@H](Cc3ccccc3)N(Cc3ccccc3)C(=O)C2=O)N(CCC2CCCCC2)C1=O | -11% | -3% | 0.0 | 6% | -19 | -2 | -4% | -10 | 7%
N#C/C(=C\c1cccnc1)C(=O)Nc1ccc(S(N)(=O)=O)cc1 | -10% | 3% | -0.6 | 10% | -3 | 3 | 2% | -2 | 8%
CC(=O)N1c2ccc(S(=O)(=O)CCC(=O)O)cc2CC1C (stereo not given) | -7% | -3% | 4.2 | 1% | -12 | 2 | 0% | 0 | -23%[57.1 µM]
CCOC(=O)N1CCC(N2CC34C=CC(O3)C(C(=O)Nc3ccc(C(C)C)cc3)C4C2=O)CC1 (stereo not given) | 0% | -1% | -3.8 | 2% | 0 | -2 | -2% | 1 | 11%
O=C(COc1ccccc1)Nc1ccc(NC(=O)c2ccco2)cc1 | 5% | 0% | -0.7 | 14% | 4 | -8 | -1% | 9 | -8%
COc1cccc(C(C(=O)NC2CCCC2)N(CC2CCCO2)C(=O)Cc2cccs2)c1 (stereo not given) | -3% | 20% | 0.6 | 15% | 4 | 7 | -17% | 9 | 2%

New compounds follow:
SMILES | PLK1 PBD block | GLP-1R agonist | IL2 activator | GLP1R inv ag | DRD3 antagonist | DRD3 agonist | HEK293 tox | PI5P4K alpha inh | WRN helicase inh
C[C@H](CO)N1C[C@H](C)[C@H](CN(C)S(=O)(=O)c2ccc(-n3cccn3)cc2)OCc2cnnn2CCCC1=O | -19% | 15% | 1.8 | 38%[activator] | 20 | 3 | -2% | 2 | 4%
Cc1ccc(S(=O)(=O)N2CCC(=O)N(C(COCc3cccc(C(F)(F)F)c3)C(C)C)CC2)cc1 (stereo not given) | -2% | 12% | -0.6 | u | -5 | -13 | -8% | 5 | -5%
CCC(=O)NC(c1ccccc1)c1c(O)ccc2ccccc12 (stereo not given) | -5% | 5% | -1.8 | u | -10 | -3 | -12% | -1 | -4%
CC(Oc1ccccc1Cl)C(=O)Nc1ccc(S(=O)(=O)N2CCN(C)CC2)cc1 (stereo not given) | 19µM* | -1% | -2.7 | -15% | 10 | 4 | -13% | -67* | 32µM*
CC(=O)N1CCc2cc(S(=O)(=O)NCC(=O)NCc3ccc(Cl)cc3)ccc21 | -10% | 1% | 2.8 | 16% | -2 | 0 | -2% | 4 | -7%
O=C(NCc1cccc(F)c1)c1ccc(N2C(=O)Cn3c(cc4sccc43)C2=O)cc1 | u | 8% | -2.6 | 26% | -19 | 4 | 8% | -27 | -12%
O=C(CCC(=O)N1CCCc2ccccc21)N1CCN(S(=O)(=O)c2ccccc2)CC1 | 0% | 17% | -1.1 | u | -7 | 1 | -7% | -4 | -17%[57.1 µM]
CCOC(=O)Cn1c(=O)n(C2CCCCC2)c2nc(-c3ccc(Cl)cc3)nc(C(N)=O)c21 | x | -5% | x | 2% | x | -9 | -13% | x | x
CCn1c(Oc2ccc(F)cc2)nc2c1c(=O)n(C)c(=O)n2C | -3% | -6% | 0.4 | -7% | 12 | -6 | -11% | 0 | 1%
CN1CCC(=NNC(=O)C(=O)NC2CCCC2)CC1 | -6% | -12% | 0.0 | 4% | 0 | 5 | -6% | 4 | -3%
CC(C)C(=O)Nc1nnc(Sc2ccc(N(C)C)cc2)s1 | u | 0% | 3.7 | 0% | 8 | 1 | 1% | x | 0%
c1ccc(-c2ccc(CN3C[C@@H]4C(c5ccccc5)C5(c6cccnc6)CC4(C5)[C@H]3c3ccccc3)cc2)cc1 (stereo not given in full) | -3% | 0% | 2.3 | -4% | 0 | 14 | 4% | 11 | -7%
COc1cc(C(=O)N2CCC(c3nc(-c4cccnc4)no3)CC2)cc(OC)c1OC | -3% | 1% | -1.0 | 0% | 5 | 1 | -20% | x | 4%
COc1ccccc1OCC(=O)NCc1n[nH]c(=O)c2ccccc12 | 0% | -1% | -0.2 | -1% | 16 | 9 | -4% | 1 | -6%
CCc1nn2c(-c3ccco3)ccnc2c1-c1ccc(F)cc1 | x | 1% | x | 9% | x | 8 | -5% | x | x
COc1ccc(-c2ccc(C(=O)NCc3ccncc3)c3occc23)c(C)c1 | -4% | -2% | -0.7 | -20% | 0 | -7 | -22% | -4 | -5%
CC(Sc1nnnn1-c1ccc(Cl)cc1)C(=O)NCC(=O)Nc1ccc(F)c(F)c1F (stereo not given) | -6% | 16% | 1.9 | u | 36 | -2 | 64%[activator] | 15 | 3%
O=C1NCCSC1c1ccccc1 (stereo not given) | -1% | 0% | 1.2 | 2% | 5 | -8 | 3% | 0 | -4%
CC(C)N(c1ccccc1)c1ccc(NC(=O)C2CCCO2)cc1 (stereo not given) | -3% | -2% | -0.4 | -5% | -25 | -2 | -1% | x | -2%
CN=CC1=C(O)CC(C)(C)CC1=O | -2% | -12% | -1.7 | 3% | u | -5 | -6% | -4 | -17%[57.1 µM]
Cc1ccc(-n2c(CNc3ccc(F)cc3)nnc2SCC(=O)N2CCOCC2)cc1 | -2% | 7% | -0.2 | 5% | -26 | 5 | 1% | 6 | -7%
Cc1cccc(NS(=O)(=O)c2cnc(Cl)c(Br)c2)n1 | -19% | -6% | 1.3 | u | -17 | -5 | u | 2 | -17%
NC1=NC(=Nc2cccc(Cl)c2)c2ccccc21 | 5% | -1% | 4.0 | 3% | 7 | 1 | -13% | 6 | -11%
COc1cc2[nH]c(=O)n(CCCCCC(=O)NCCCN3CCCC3=O)c(=O)c2cc1OC | -7% | -6% | -1.5 | 47%[activator] | 13 | -3 | 14% | x | -12%
CC1(C)OC(=O)N(CC(=O)Nc2ccccc2)C1(C)O (stereo not given) | 27µM* | -4% | -1.7 | 12% | 0 | 1 | 4% | -3 | -4%
COc1ccc(CN2CCNC(=O)C2CC(=O)NCc2cccc(C)n2)c(OC)c1 (stereo not given) | -5% | 9% | 1.2 | 1% | -2 | 2 | -1% | -5 | u
CCN(CC)c1ccc(NS(=O)(=O)c2ccc3c(c2)oc(=O)n3C)c(C)c1 | -5% | -1% | -2.9 | u | 2 | -3 | -13% | -8 | -9%
Cc1ccc(CSCCNC(=O)c2ccc(C)cc2)cc1 | -21% | 15% | -0.5 | u | u | -15 | 5% | 3 | -8%
COc1cc(CNCCc2c[nH]c3ccccc23)cc(Cl)c1OCC(N)=O | -1% | -4% | -0.4 | u | u | -13 | 5%[7.66 µM] | 6 | -10%
CC(=O)c1c(C)[nH]c(C(=O)Nc2cc(S(=O)(=O)N(C)C)ccc2C)c1C | -4% | 6% | 0.3 | 39%[activator] | 2 | -3 | 7% | 0 | 4%[57.1 µM]
COc1ccc(C2N(c3ccccc3)CCN2c2ccccc2)cc1O | 1% | 4% | -0.4 | -15% | 4 | 5 | -7% | 34 | -14%
O=C(OCC(=O)N(C1CCCCC1)C1CCCCC1)c1ccc(Cl)nc1 | -7% | -2% | -0.7 | 9% | -6 | 9 | 9% | -6 | -10%
COC(=O)c1ccc2c(=O)n(CCN3CCOCC3)c(SCC(=O)NCc3ccccc3)nc2c1 | -13% | 2% | -2.0 | 5% | -13 | -7 | 0% | 0 | -5%
